Dynein cargo inh – blocks dynein driven cargo transport along microtubules; 3617.4 mouse cells, GR-EGFP nuclear translocation imaging; test concentration mostly 20 µM; stimulated with dexamethasone, 1 µM; hits give low values; z-score, hits read low; 0.47% of 220,000 active; AID 1381;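 active = plate z-score of nuclear minus cytoplasmic receptor signal below a set negative limit, without overly bright fluorescence or cell loss, cut at about -3.5 in these data, passing the limit was not always enough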;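 also: z-score of nuclear minus cytoplasmic ring GR-EGFP intensity difference per well; some compounds called inactive have numbers as strong as hits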
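Buffer or medium: tet-free, stripped-serum medium; reagent: dexamethasone at 1.0 µM final, 30 min; incubation: 48 h induction, 1 h compound, 30 min dex at 37 °C; measured by: formaldehyde fixation, Hoechst nuclear stain, 10x automated fluorescence imaging; read-out: nuclear-to-cytoplasmic GR-EGFP distribution per well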
P. falciparum M1AAP – malaria alanyl aminopeptidase activity blockers – biochemical, fluorogenic H-Leu-NHMec substrate, 1536-well (AID 1445) | recombinant M1AAP, H-Leu-NHMec fluorogenic kinetic assay; higher % means a stronger effect | inhibition, % at 30 µM, or IC50 in µM where a hit was titrated | 0.42% of 220,000 active;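 active = primary inhibition above the hit cutoff, then over 50% inhibition at one or more dose response concentrations, cut at about 23% in these data, passing the limit was not always enough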;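 also: plate controls were DMSO full reaction for no effect and no enzyme background for full effect; strong numbers were not always called active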
Insulin prom up – MIN6 insulin promoter up-regulation; z-score at 5 µM; MIN6 insulin promoter-GFP reporter, high-content imaging; hits give high values; 0.3% of 190,000 active; AID 1625;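 active = z-score above 3 at 5 µM with at least 500 cells counted in the well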
M17LAP inhibition – P. falciparum M17LAP inhibitors, primary screen, biochemical, fluorogenic H-Leu-NHMec substrate, 1536-well (AID 1619). inhibition, % at 30 µM, or IC50 in µM where a hit was titrated. 0.38% of 220,000 active. recombinant M17LAP, H-Leu-NHMec fluorogenic kinetic assay; higher % means a stronger effect;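 active = compound inhibiting the enzyme by more than half at any dose during confirmatory dose-response retesting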;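 also: plate controls were full reaction with DMSO carrier for no effect and no enzyme background for full effect; strong numbers were not always called active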
CSM14.1 death rescue – protection against thapsigargin-triggered cell killing – 384-well, CSM14.1, ATP luminescence, primary screen (AID 1222). one-dose cellular ATP content (survival), % at 20 µM; EC50 in µM for titrated hits. CSM14.1 thapsigargin-induced death rescue, ATP luminescence; higher % means a stronger effect. 190,000 tested, under 10 active;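 active = EC50 below 50 µM in the dose-response confirmation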;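 also: death triggered by thapsigargin at about 15 µM added after 2 h compound pretreatment; cell ATP read after overnight thapsigargin exposure of roughly 18 to 22 hours; normalized against plate controls of thapsigargin alone and 5% DMSO vehicle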
MT stabilizer – microtubule stabilization, imaging screen; HeLa tubulin immunostaining HCS, 24 h; share of cells brighter than vehicle mean+2SD; % tubulin-high responders, % at 10 µM; 0.83% of 200,000 active; AID 2205;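 active = plate Z-score above 3 for both tubulin-high and condensed-nucleus cell shares, with cell loss under 80%, at 10 µM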;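 also: anti alpha tubulin signal scored within the nucleus-defined area of each cell; some results filed as inactive read as strong as hits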
Autophagy HCS – modulators of autophagy; MEF GFP-LC3 puncta imaging; test concentration mostly 10 µM; calls only at 10 µM (by protocol); 0.98% of 190,000 active;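 active = percentage of spot-positive cells more than 3 SD above its plate mean, without a fluorescence outlier flag or 80% toxicity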;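 also: spot-positive cell cutoff set from DMSO-treated cells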
Hep lipid drop – modulators of hepatic lipid droplet formation; AID 1656; inhibition, % at 6.5 µM; AML12 mouse hepatocytes, oleate lipid droplets, BODIPY imaging; 0.4% of 240,000 active;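 active = lipid droplet intensity inhibited by at least 50%, with more than 500 cells counted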
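Material – mouse AML12 hepatocyte cell line, fixed after treatment · Compound dosing – one dose, 6.5 µM compound · Times – compound with oleate, overnight · Measured by – Image-based BODIPY and DAPI two-channel analysis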
Yfh1-off respiration – enhancers of respiration in Yfh1-depleted yeast, dose response, Friedreich's ataxia, plus single-dose screen (AID 1465). 0.074% of 220,000 active. S. cerevisiae Yfh1-off respiration, WST-1 reduction, 72 h; higher fold induction means a stronger effect. fold induction at 50 µM, or EC50 in µM where a hit was titrated;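 active = fold induction of absorbance versus untreated yeast above a set limit, then at least 30% activation at any dose in follow-up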;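 also: activators that raise dye reduction in frataxin-depleted yeast; strong numbers were not always called active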
Dynein cargo inh cytoplasmic EGFP – also measured in Dynein cargo inh; calls as there; z-score; measured here: cytoplasmic GR-EGFP intensity; hits give high values
Dynein cargo inh nuclear GR-EGFP – further read-out of Dynein cargo inh, marked with its call; z-score; measured here: nuclear GR-EGFP intensity;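 lower value marks the stronger effect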
Dynein cargo inh cell count – further read-out of Dynein cargo inh, marked with its call; z-score; measured here: cell count per field
Insulin prom up cell count – also measured in Insulin prom up; calls as there; cell count; measured here: cytotoxicity, nuclei count;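 total cells summed across four imaged fields per well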
Hep lipid drop cells 6.5 µM – further read-out of Hep lipid drop, marked with its call; cell count; measured here: cell count, cytotoxicity flag;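 cells counted across two imaged fields per well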
MT stabilizer Hoechst-high % – second read-out of MT stabilizer, no call of its own (marks repeat the call); % Hoechst-high responders; measured here: nuclear condensation Hoechst responders;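 share of cells brighter than vehicle mean plus two SD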
MT stabilizer cytotoxicity % – second read-out of MT stabilizer, no call of its own (marks repeat the call); toxicity, %; measured here: cytotoxicity by cell density;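 0% = mean cell density of plate MIN control wells and 100% = no cells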
Autophagy HCS cell loss 18 h – recorded beside Autophagy HCS, whose call it bears; toxicity, %; measured here: cell loss, nuclei count;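 cell loss after 18 h compound exposure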
Active calls of the source: *; i = inactive; nt = not tested or not shown.

SMILES	Dynein cargo inh	Dynein cargo inh cytoplasmic EGFP	Dynein cargo inh nuclear GR-EGFP	Dynein cargo inh cell count	P. falciparum M1AAP	Insulin prom up	Insulin prom up cell count	M17LAP inhibition	CSM14.1 death rescue	MT stabilizer	MT stabilizer Hoechst-high %	MT stabilizer cytotoxicity %	Autophagy HCS	Autophagy HCS cell loss 18 h	Hep lipid drop	Hep lipid drop cells 6.5 µM	Yfh1-off respiration
CCCCC1(C)NC(=O)N(CC(=O)Nc2ccc(S(=O)(=O)N3CCOCC3)cc2)C1=O (centres undefined)	-0.2	-0.21	0.03	-0.092	-6%	0.08	1133	-16%	-0.3%	1.4	1.4	6.5	i	-12	nt	nt	i
Cc1ccc(C(=O)OC2CCS(=O)(=O)c3sccc32)cc1 (centres undefined)	0.45	-0.25	0.13	-0.071	-4%	0.67	1181	-4%	-2.3%	4.6	2.0	7.6	i	-9	nt	nt	i
Cc1nc2sc(-c3ccccc3)cc2c(=O)n1N	-0.29	-0.27	-0.15	0.46	1%	-0.62	1258	0%	nt	nt	nt	nt	nt	nt	-3	744	i
COC(=O)CSc1ncnc2scc(-c3ccccc3)c12	-0.59	0.019	0.16	0.99	8%	0.1	974	-1%	nt	nt	nt	nt	nt	nt	3	749	i
COc1ccc(N2CCN(C(=S)NC(=O)c3cccs3)CC2)c([N+](=O)[O-])c1	0.024	-0.33	0.22	1.1	2%	-0.84	1482	35%	6.0%	2.8	1.9	5.7	i	10	8	647	i
Cc1cccc(Cn2cc(SCC(=O)Nc3nccs3)c3ccccc32)c1	-1.2	-0.2	-0.71	0.64	3%	-0.17	1824	3%	nt	5.7	1.8	6.5	i	10	12	638	i
COc1ccccc1/C=C(/NC(=O)c1ccc(Cl)cc1Cl)C(=O)O	-0.99	0.31	-0.56	0.65	2%	0.49	1474	-4%	-1.2%	2.0	1.9	7.2	i	6	10	702	i
O=C(O)CC1SC(=Nc2cccc(C(F)(F)F)c2)NC1=O (centres undefined)	-1	0.37	-0.21	0.65	12%	-0.64	960	12%	-1.0%	1.5	1.4	9.0	i	-4	-26	747	i
Cc1cc(C)cc(Nc2c3c(nc4ncnn24)CCC3)c1	0.26	-0.28	0.42	-0.44	nt	0.11	1658	nt	-0.7%	12*	9.0*	43*	i	-10	-9	734	i
O=C(c1c[nH]c(C(=O)C(Cl)(Cl)Cl)c1)c1ccccc1Cl	0.11	0.062	-0.14	-0.24	10%	0.25	1107	12%	1.0%	1.4	1.3	7.0	i	5	10	741	i
O=C(NC(=O)c1ccccc1F)Nc1nc(-c2cccs2)cc(C(F)(F)F)n1	-0.38	-0.28	0.62	0.23	-2%	-0.36	1332	-8%	-2.7%	5.3	4.2	11	i	4	20	772	nt
CCCn1c(CCC(=O)O)nc2cc(S(=O)(=O)N(CC)CC)ccc21	0.11	-0.73	-0.14	-0.41	nt	0.14	693	nt	nt	nt	nt	nt	nt	nt	3	681	i
COc1ccc(C2c3[nH]c4ccccc4c3CCN2CCCn2cccn2)c(C)c1C (centres undefined)	-0.84	0.13	-0.41	1	7%	-0.59	1414	-33%	2.2%	2.8	1.5	8.3	i	10	-30	548	i
CN(C)c1ccc(-n2cccc2/C=N/n2cnnc2)cc1	-0.12	-0.17	0.04	0.57	6%	0.06	1340	-11%	-0.6%	2.8	1.6	4.4	i	-2	-20	614	i
O=C(O)CN1C(=O)/C(=C\c2cn(CC(=O)N3CCOCC3)c3ccccc23)SC1=S	0.52	-0.25	0.14	0.38	21%	-0.49	1725	13µM*	2.7%	5.0	2.4	3.0	i	14	-15	623	>100µM*
C/C(=N\NC(=O)c1nn(C)c(C)c1Br)c1cccc(NC(=O)c2ccc(F)cc2)c1	2.9	0.1	1.9	-2.3	3%	0.2	980	11%	-8.4%	4.4	2.4	5.5	i	-1	19	603	i
CCCc1cc(=O)oc2c(C)c(OCC(=O)c3ccc(N4CCCC4)cc3)ccc12	0.06	-0.51	-0.13	0.39	3%	-0.86	987	-5%	-0.3%	15	14	33	i	7	nt	nt	i
COc1ccc(-c2[nH]nc(-c3ccccc3)c2-c2nc3ccccc3[nH]2)cc1	0.024	-0.2	-0.64	-0.36	1%	0.53	1539	-8%	-0.2%	4.1	1.5	1.0	i	-8	nt	nt	i
CCCCN(CC)CCNC(=O)c1cc2c(C)nc3ccccc3c2o1	1.6	-0.23	1.3	0.48	15%	nt	nt	9%	-1.1%	6.8	1.0	1.0	nt	nt	-1	717	i
CCOC(=O)c1cnc(SCc2ccccc2)nc1N	0.78	-0.28	0.39	0.27	-3%	-0.24	1328	1%	-2.1%	3.1	1.5	1.9	i	-4	5	621	i

Only Dynein cargo inh cytoplasmic EGFP, Yfh1-off respiration and P. falciparum M1AAP, for some of the entries so far:
canonical_smiles | Dynein cargo inh cytoplasmic EGFP | Yfh1-off respiration | P. falciparum M1AAP
Cc1nc2sc(-c3ccccc3)cc2c(=O)n1N | -0.27 | i | 1%
COC(=O)CSc1ncnc2scc(-c3ccccc3)c12 | 0.019 | i | 8%

Further entries follow:
SMILES	Dynein cargo inh	Dynein cargo inh cytoplasmic EGFP	Dynein cargo inh nuclear GR-EGFP	Dynein cargo inh cell count	P. falciparum M1AAP	Insulin prom up	Insulin prom up cell count	M17LAP inhibition	CSM14.1 death rescue	MT stabilizer	MT stabilizer Hoechst-high %	MT stabilizer cytotoxicity %	Autophagy HCS	Autophagy HCS cell loss 18 h	Hep lipid drop	Hep lipid drop cells 6.5 µM	Yfh1-off respiration
CCN(CC)CCCn1c(=S)[nH]c2cc(OC)c(OC)cc2c1=O	2.1	-0.046	0.9	0.18	0%	0.68	847	-2%	-2.3%	2.6	1.2	6.9	i	-7	3	725	i
O=C(CCN1CCN(C/C=C/c2ccccc2)CC1)Nc1cccc(F)c1	-0.21	-0.22	-0.5	0.46	2%	-0.31	1264	2%	0.4%	2.7	2.1	7.7	i	8	3	691	i
O=C(COc1cccnc1[N+](=O)[O-])NCc1ccco1	-0.49	-0.27	-0.27	0.41	2%	nt	nt	6%	-1.5%	4.3	1.3	7.4	i	15	26	727	i
Cc1ccc(S(=O)(=O)N2CCCC2C(=O)O)s1 (centres undefined)	-0.6	0.39	0.046	0.36	0%	-0.48	861	2%	4.5%	1.5	1.8	6.8	i	-1	5	766	i
CC(C(=O)N1CCN(c2ccccc2)CC1)N1C(=O)C2CC=CCC2C1=O (centres undefined)	-1.2	-0.2	-0.58	1	9%	0.4	1209	2%	-3.2%	1.5	1.9	6.3	i	1	nt	nt	i
O=C(Nc1nc2ccccc2n1CCN1CCCC1)c1ccc(Cl)cc1	0.27	-0.08	0.44	0.26	-8%	-0.56	1148	-5%	-2.3%	2.2	3.0	6.7	i	2	nt	nt	i
Cc1nc2ccccc2c2oc(C(=O)NCCN3CCN(C)CC3)cc12	0.086	-0.16	0.091	-0.099	0%	-0.33	971	3%	-1.0%	4.5	3.0	6.1	i	4	nt	nt	i
O=C(CNc1ccc2ccccc2c1)N/N=C/c1cc2ccccc2nc1Cl	0.65	0.24	0.66	-1.6	16%	-0.15	1255	-1%	0.5%	8.3	2.5	11	i	2	0	688	i
Cc1[nH]nc2c1C(C1CC=CCC1)C(C#N)=C(N)O2 (centres undefined)	-1.4	0.45	-1	-0.08	8%	0.47	1290	19%	0.7%	4.5	1.4	1.7	i	-3	1	775	i
CC(NCc1ccc(S(N)(=O)=O)cc1)C(=O)Nc1cc([N+](=O)[O-])ccc1Cl (centres undefined)	0.14	-0.28	0.39	0.73	12%	0.02	1109	3%	0.0%	5.1	2.1	9.5	i	0	5	713	i
Cc1ccc2nc(-c3ccco3)c(Nc3ccccc3)n2c1	0.91	-0.31	0.34	-0.41	4%	-0.35	1505	3%	0.5%	1.3	3.8	8.9	i	3	8	614	i
C=CCOc1cccc(CNn2cn[nH]c2=S)c1	-0.0091	-0.21	-0.3	0.5	3%	nt	nt	46%	0.9%	1.1	2.3	10.0	i	5	nt	nt	nt
O=C(COC(=O)c1ccccc1[N+](=O)[O-])Nc1cc(S(=O)(=O)N2CCOCC2)ccc1N1CCCC1	0.78	-0.29	0.64	-0.41	3%	-1	1286	-2%	-0.6%	2.5	2.0	6.6	i	4	-18	703	i
COC(=O)c1cc(NC(=O)Cc2coc3cc(OC)ccc23)cc(C(=O)OC)c1	-0.054	-0.22	0.16	-0.085	6%	-0.73	1173	11%	2.4%	1.6	2.1	14	i	-7	nt	nt	i
Cc1cccc(N2CCN(C(=O)COc3cccc4c3OC(C)(C)C4)CC2)c1C	-0.52	-0.24	-0.53	-0.11	10%	1.3	1271	7%	-0.2%	5.4	3.3	8.9	i	1	-16	694	i
CC1CCOC(c2coc3ccccc3c2=O)O1 (centres undefined)	0.53	-0.26	0.38	0.93	-1%	-0.05	1150	3%	-7.6%	4.0	2.7	2.5	i	5	-1	637	i
O=C(CNC(=O)c1ccccc1Br)N/N=C/c1ccc(O)cc1	-0.62	-0.32	0.0062	0.37	0%	1.6	1169	-2%	nt	3.0	3.7	6.3	i	-4	-11	656	i
COc1cc(NS(=O)(=O)c2ccc(OC)c(C)c2C)c(OC)cc1Cl	0.4	-0.22	0.32	0.1	2%	-0.24	788	11%	-4.4%	39*	42*	41*	i	56	-1	767	i
CC1CCN(C(=O)CC2C(=O)Nc3c2c(=O)n(C)c(=O)n3Cc2ccccc2)CC1 (centres undefined)	0.11	-0.27	0.19	0.75	4%	-0.42	1116	34%	-1.4%	3.4	1.6	8.8	i	-1	nt	nt	i

High-throughput results (PubChem BioAssay)
